Glioma ERSR ind: induces the endoplasmic reticulum stress response in human glioma cells; 420,000 tested, 0.02% active; Potency, µM, without a hit: at the highest dose activation, actives largely listed as activators; AID 602332; U87-MG GRP78 promoter luciferase reporter, 16 h; also: potency is read from the fitted curve at half-maximal effect; series mostly up to about 76 µM; % of control where 0% means no effect; nearly all actives have a fitted effect of over 35% in size
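Stably transfected U87-MG glioma cells carrying a GRP78-based luciferase sensor; 16 h compound incubation. Luminescence end-point read 10 min after Bright-Glo addition at room temperature.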
TrxR1 substrate: is turned over as a substrate by rat TrxR1; AID 588456; 390,000 tested, 0.01% active; purified TrxR1 substrate turnover, NADPH consumption readout; O89049; Potency, µM (series often up to 114 µM), for inactives: at the top dose activity change, negative = substrate turnover; also: potency is read from the fitted curve at half-maximal effect; % is scaled to controls: 0 for no effect and ±100 for the full control effect; nearly all actives have a fitted effect of over 50% in size
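Rat TrxR1, dispensed at 90 nM, was prereduced with 400 uM NADPH (final) for 5 min at ~22 deg C, then incubated with compound 15 min before 400 uM selenite. A first-read NADPH fluorescence drop versus no-compound background flagged substrates.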
RXFP1 agonist: RXFP1 (human) receptor agonism. Q9HBX9. HEK293T-RXFP1 cAMP TR-FRET, 30 min; response scale: percent of porcine relaxin response, buffer zero. Potency, µM (doses to about 57.5 µM), inactives show top-dose activation, hits mostly activators. 370,000 tested, 0.3% active. AID 2676; also: potency is read from the fitted curve at half-maximal effect; % is scaled to controls: 0 for no effect and ±100 for the full control effect; nearly all actives have a fitted effect of over 60% in size; many of its hits are not listed in these tables
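cAMP rise read by TR-FRET after 30 min, 37C compound exposure (up to 58 uM) in RXFP1-transfected HEK293 cells with Ro 20174 present. EC50 from Hill-equation fits, with 29 nM porcine relaxin as 100% and buffer as basal.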
IDH1 R132H inh: inhibitors of human mutant IDH1 R132H; IDH1-R132H enzyme, NADPH consumption, diaphorase/resazurin fluorescence; Potency, µM (doses to about 76.6 µM), without a hit: at the highest dose activity change, negative = inhibition, usual class: inhibitors; 390,000 tested, 0.093% active; AID 602179; also: potency is read from the fitted curve at half-maximal effect; % is scaled to controls: 0 for no effect and ±100 for the full control effect; nearly all actives have a fitted effect of over 65% in size
Target sequence (O75874 whole entry R132H, stated change not applied): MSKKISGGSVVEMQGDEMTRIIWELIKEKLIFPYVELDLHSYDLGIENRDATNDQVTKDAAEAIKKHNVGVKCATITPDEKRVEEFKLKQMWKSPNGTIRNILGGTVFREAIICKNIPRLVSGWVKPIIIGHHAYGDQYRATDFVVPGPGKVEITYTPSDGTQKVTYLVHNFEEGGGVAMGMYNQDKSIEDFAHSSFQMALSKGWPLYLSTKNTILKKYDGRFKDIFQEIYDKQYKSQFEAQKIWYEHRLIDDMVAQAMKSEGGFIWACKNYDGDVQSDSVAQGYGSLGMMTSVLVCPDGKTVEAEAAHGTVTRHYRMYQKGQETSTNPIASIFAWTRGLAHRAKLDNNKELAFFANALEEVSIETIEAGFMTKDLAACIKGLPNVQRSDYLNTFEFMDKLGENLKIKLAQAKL
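IDH1-R132H (0.5 ug/mL) preincubated 30 min with compound, then NADPH (0.016 mM) and alpha-KG (2 mM) added; 80 min at RT, pH 7.5. Remaining NADPH coupled via diaphorase/resazurin to fluorescence (540/590 nm); concentration-response curves normalized to no-enzyme control.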
LDHA inh: blocks human lactate dehydrogenase A | AID 1347041 | 480,000 tested, 0.15% active | P00338 | purified LDHA, NADH/diaphorase-resazurin fluorescence; hits give low values | activity change, % (values are at about 110 or 230 µM); in the data active = activity change below about -30%; inconclusive = mostly about -25% to -30%;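 also: plate controls were DMSO wells for no effect and wells without enzyme for full effect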
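Resorufin fluorescence (ex540/em590), read at 0 and 20 min after diaphorase/resazurin addition, reports the NADH left after a 5 min room-temperature reaction of 2 nM human LDH5 with 0.06 mM NADH and 0.2 mM pyruvate.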
Vif-A3F inh: blocks the Vif interaction with APOBEC3F | AID 602313 | HeLa A3F-eYFP + Vif (tagged APOBEC3F with the HIV-1 protein that degrades it), YFP fluorescence increase | Potency, µM (top dose mostly 46.1 µM), for the others: top-dose activity, negative = active | 390,000 tested, 0.2% active; also: potency is read from the fitted curve at half-maximal effect; % of control where 0% means no effect; nearly all actives have a fitted effect of over 65% in size
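Fluorescence increase (Ex 488/Em 500-530) after overnight compound treatment at 37 deg C flags inhibition of Vif-driven A3F-eYFP loss in stable HeLa A3F-eYFP/Vif cells seeded overnight beforehand.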
Vif-A3G inh: inhibitors of Vif-APOBEC3G interaction; Q9HC16; HeLa A3G-eYFP + Vif (tagged APOBEC3G with the HIV-1 protein that degrades it), YFP fluorescence, overnight; Potency, µM (top dose mostly 46.1 µM), without a hit: at the top dose activity, negative = active, usual class: inhibitors; 410,000 tested, 0.076% active;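 also: potency is read from the fitted curve at half-maximal effect; % is scaled to controls: 0 for no effect and ±100 for the full control effect; nearly all actives have a fitted effect of over 60% in size; hits raise eYFP signal because A3G escapes Vif-driven loss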
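Read-out is eYFP fluorescence (Ex 488/Em 500-530) from Vif-expressing HeLa A3G-eYFP cells; more signal means A3G escaped Vif-mediated degradation. Cells plated overnight, compound pinned in, incubated overnight at 37 deg C.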
USP1-UAF1 inh: USP1/UAF1 (human) deubiquitinase inhibition | O94782 | recombinant USP1/UAF1, Ub-Rhodamine cleavage fluorescence | Potency, µM (titrated, usually from 57.1 µM), without a hit: top-dose activity change, negative = inhibition, hits mostly inhibitors | 390,000 tested, 0.23% active; also: potency is read from the fitted curve at half-maximal effect; % is scaled to controls: 0 for no effect and ±100 for the full control effect; nearly all actives have a fitted effect of over 60% in size; inactives centre near -12
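In this screen, compounds sit with the deubiquitinase complex (1nM) for 15 min at room temperature before Ub-Rho is added at 150nM final. Fluorescence rise is then followed for 6 reads every 60 seconds.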
PI4K2A inh: inhibitors of human PI4K2A. purified PI4K2A, ADP-Glo luminescence, 1 h; hits give low values. activity change, negative = inhibition, % at 76.9 µM. 420,000 tested, 0.13% active. AID 1346378; in the data active = activity change below about -50%; inconclusive = mostly about -30% to -49%;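 also: -100% = wells without enzyme as full effect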
Target sequence (Q9BTU6 whole entry, looked up): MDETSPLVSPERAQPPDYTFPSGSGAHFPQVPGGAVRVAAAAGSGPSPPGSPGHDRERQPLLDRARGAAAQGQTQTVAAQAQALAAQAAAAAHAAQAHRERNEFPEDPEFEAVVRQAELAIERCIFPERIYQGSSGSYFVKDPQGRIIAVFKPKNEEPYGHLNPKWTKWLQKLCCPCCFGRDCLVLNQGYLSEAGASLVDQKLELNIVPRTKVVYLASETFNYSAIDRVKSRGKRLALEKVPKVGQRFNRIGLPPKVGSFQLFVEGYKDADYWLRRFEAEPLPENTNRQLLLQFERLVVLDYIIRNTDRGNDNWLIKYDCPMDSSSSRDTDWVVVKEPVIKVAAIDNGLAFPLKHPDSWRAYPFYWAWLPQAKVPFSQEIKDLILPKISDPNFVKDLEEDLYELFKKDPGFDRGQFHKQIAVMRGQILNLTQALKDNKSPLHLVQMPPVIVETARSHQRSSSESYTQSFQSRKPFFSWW
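PI4K2A activity was measured by ADP-Glo luminescence: enzyme (4 ug/mL stock) and phosphatidylinositol (1.2 mM stock) in Tris pH 7.5/MgCl2/EGTA/Triton X-100 buffer were reacted with ATP (300 microM stock) for one hour at ambient temperature.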
* hit, by the source's call; ? = inconclusive; nt = no result given; & = joins results of further samples; [ ] = remark or other dose. Unless noted, calls follow the shape of the dose curve; as a rule, active = well fitted curve in the direction sought with a large enough effect; inconclusive = small, poorly fitted or top-dose-only effect, or another doubt; inactive = no such curve, though single readings can be large; an effect the other way counts as inactive or inconclusive. These rows are one share of the data, so the mix of outcomes need not match the whole.

SMILES	Glioma ERSR ind	TrxR1 substrate	RXFP1 agonist	IDH1 R132H inh	LDHA inh	Vif-A3F inh	Vif-A3G inh	USP1-UAF1 inh	PI4K2A inh
O=C(OCCN1C(=O)c2cccc3c(N4CCOCC4)ccc(c23)C1=O)c1ccc(Cl)cc1Cl	-7%	-13%	8.0%	4%	-9	?	?	nt	-4
CN(CC(=O)N1CCCCCC1)S(=O)(=O)c1ccc(Br)s1	2%	11%[57.1 µM]	2.2%	4%	-1	-8%	-1%	-17%	0
COc1cccc(CNS(=O)(=O)c2c(C)[nH]c(C)c2C(=O)N2CCCCC2)c1	-2%	-1%	-0.1%	5%	-1	2%	1%	-19%	10
O=C1N(c2ccc(Cl)cc2)C(c2ccccc2)N2CCCN12 (centres undefined)	-4%	0%	0.1%	2%	-3	-2%	-2%	-17%	-4
Cc1cccc(C2c3[nH]c4ccccc4c3CCN2C(=O)c2cc(CC(C)C)[nH]c(=O)n2)n1 (centres undefined)	1%	-3%	-1.8%	-5%	0	-1%	0%	-21%	-1
O=C(Cc1ccc(S(=O)(=O)N2CCOCC2)s1)Nc1ccc(S(=O)(=O)N2CCCCC2)cc1	-1%	0%	0.9%	-1%	3	2%	5%	-12%	0
Cc1ccc(-n2nc(C)c(Sc3ccccc3[N+](=O)[O-])c2N)cc1	-1%	-27%[57.1 µM]	0.4%	7%	4	2%	5%	-11%	0
O=C(CSc1nnnn1-c1ccccc1)c1ccco1	7%	1%	2.0%	3%	0	2%	0%	-8%	4
CCC(c1nnnn1CCOC)N1CCN(c2nc3ccccc3s2)CC1 (centres undefined)	-3%	9%[11.4 µM]	-1.2%	9%	-10	?	1%	-12%	2
CCc1ccc(C2CC(c3ccc(Cl)cc3)=NNC2=O)cc1 (centres undefined)	0%	-10%	1.0%	1%	2	-4%	-1%	-22%	-4
COc1ccc(C)cc1NC(=O)C(OC(=O)c1cc(C)oc1C)c1ccccc1 (centres undefined)	-3%	-7%	0.0%	4%	1	2%	-7%	-24%	-1
NC(=S)c1cc2cc(Br)ccc2oc1=O	1%	-10%	1.8%	0%	10	-9%	1%	-24%	1
CC(OC(=O)c1ccccc1C(=O)N(C)c1ccccc1)C(=O)Nc1ccc(C(N)=O)cc1 (centres undefined)	-2%	-2%	-1.6%	4%	-3	6%	-1%	-22%	1
Cc1ccc(COC(=O)c2cccc(S(=O)(=O)N3CCCCCC3)c2)cc1	-4%	-4%	-0.7%	1%	-5	3%	1%	-23%	-3
N=C1SCC(=O)N1/N=C/c1ccccc1	2%	1%[57.1 µM]	1.7%	-3%	-10	-1%	-5%	-7%	-5
CC1(C)CC(NC(=O)C23CCC(C)(C(=O)C2)C3(C)C)CC(C)(C)N1 (centres undefined)	-3%	3%[57.1 µM]	1.1%	4%	-7	-29%	-1%	-1%	-1
COC(=O)CC1SC(=O)NC1=Nc1ccc(C)cc1 (centres undefined)	-1%	6%[57.1 µM]	0.0%	5%	0	-4%	-1%	12%	-5
CCOc1ccc(NC(=O)N2CC3CCCN3c3ccccc32)cc1 (centres undefined)	-5%	3%[57.1 µM]	1.7%	14%	15	0%	-17%	-19%	-8
O=C1c2ccccc2NC(c2ccc(-c3ccc(C(F)(F)F)cc3)o2)N1O (centres undefined)	-4%	-1%	nt	nt	-2	0%	-1%	nt	-3
Cc1ccc(S(=O)(=O)N2CCOCC2)cc1NC(=O)COC(=O)Cc1ccsc1	-5%	0%	0.8%	4%	-4	-10%	-5%	-14%	-2
CCOC(=O)/C(=N\Nc1cc(Cl)ccc1Cl)N1CC(C)OC(C)C1 (centres undefined)	-3%	-2%	0.1%	-2%	-14	-7%	0%	-18%	3
COc1ccc(Cl)cc1NC(=O)Cn1cc(S(=O)(=O)Cc2cccc(Cl)c2)c2ccccc21	-3%	-16%	2.0%	-8%	-4	7%	-2%	-17%	-1
O=C1/C(=C\c2ccc(O)cc2)SC(=S)N1/N=C/c1ccc(O)cc1	9%	-2%	0.9%	-7%	-3	?	-16%	3%	-27
CC1CCCN(CCCNC(=O)C2CCC(CNS(=O)(=O)c3cccc4nsnc34)CC2)C1 (centres undefined)	1%	4%	2.1%	-7%	-3	3%	2%	-4%	-1
CCOc1ccccc1CN1CCN(Cc2cccc3nonc23)CC1CCO (centres undefined)	-4%	3%[57.1 µM]	1.6%	4%	-1	8%	-8%	-11%	3
Cc1cccc(CC(=O)Nc2ccc3nc(N4CCC(C)CC4)cc(C)c3c2)c1	-1%	24%	5.3%	9%	1	?	-6%	-17%	-5
COc1ccc(C(=O)N2CCCC(c3ccccc3)=N2)cc1	-1%	-4%[57.1 µM]	-1.1%	0%	0	10%	-1%	-8%	5
Cc1cc(C(=O)COC(=O)Cc2ccc(Cl)cc2)c(C)n1C	-3%	-10%	nt	8%	2	-9%	-1%	-1%	-2
N#CCSc1ccc(-c2nc3ccccc3[nH]2)cn1	5%	18%	1.0%	6%	0	1%	-7%	-4%	-4
Cc1ccc(C)c(NC(=O)CCS(=O)(=O)c2cccc3nsnc23)c1	-1%	9%[2.29 µM]	-0.1%	27%	-9	-10%	3%	-7%	0
C[C@@H]1C(=O)O[C@H](C)[C@H]1C[C@@H](O)[C@](C)(O)C1CC[C@@]2(O)C3=CC(=O)[C@@H]4C[C@@H](O)[C@@H](O)C[C@]4(C)C3CC[C@]12C (some centres undefined)	-2%	5%	nt	-12%[38.3 µM]	1	5%	1%	-6%	2
CCn1cc(C(=O)NCCCN(CC(C)C)CC(C)C)c(=O)c2cc(S(=O)(=O)N3CCc4ccccc4C3)ccc21	0%	-1%	1.2%	-2%	0	-5%	5%	-22%	0
COC(=O)c1nnn(CC(=O)NC(=O)Nc2ccc(F)cc2)c1C(=O)OC	-3%&-5%	2%&-6%	1.1%&2.4%	-14%&1%	2&-3	3%&1%	6%&-3%	-17%&-14%	-1&-3
CC1=CC(c2ccc(Cl)cc2)n2nc(NC(=O)CCCC(=O)O)nc2N1 (centres undefined)	-1%	157%[activator]	2.2%	7%	-3	0%	0%	-30%	0
Cc1ccc(NC(=O)Cn2ccn(Cc3ccc(Cl)cc3)c(=O)c2=O)cc1C	-3%	2%	2.4%	11%	-3	1%	3%	8%	-4
COCCn1c(SCc2ccc(F)cc2)nc2c1c(=O)[nH]c(=O)n2C	-3%	9%	4.8%	5%	-6&-1	3%	-8%	-6%	-3
Cc1cccn2c(=O)c3cc(C#N)c(=N)n(Cc4cccnc4)c3nc12	-1%	4%	nt	6%	-6	5%	4%	10%	-9
CSc1ccccc1C(=O)Nc1ccc(C)cc1C	-4%	13%[57.1 µM]	-2.8%	14%	-12	0%	-3%	-15%	3
Cc1cccc(C)c1NC(=O)Cn1nnc(-c2ccc(N3CCOCC3)cc2)n1	-2%	15%[57.1 µM]	16%	-3%	-7	1%	0%	-14%	6
CC(C)(C)N1C(=O)c2ccccc2NC(=O)N1Cc1ccc(Br)cc1	-3%	7%[57.1 µM]	0.2%	3%	0	-5%	1%	-1%	9

Next part; the last 3 above are carried over.
SMILES	Glioma ERSR ind	TrxR1 substrate	RXFP1 agonist	IDH1 R132H inh	LDHA inh	Vif-A3F inh	Vif-A3G inh	USP1-UAF1 inh	PI4K2A inh
CSc1ccccc1C(=O)Nc1ccc(C)cc1C	-4%	13%[57.1 µM]	-2.8%	14%	-12	0%	-3%	-15%	3
Cc1cccc(C)c1NC(=O)Cn1nnc(-c2ccc(N3CCOCC3)cc2)n1	-2%	15%[57.1 µM]	16%	-3%	-7	1%	0%	-14%	6
CC(C)(C)N1C(=O)c2ccccc2NC(=O)N1Cc1ccc(Br)cc1	-3%	7%[57.1 µM]	0.2%	3%	0	-5%	1%	-1%	9
Cc1ccc(N2C(=O)CC(Sc3nc4ccccc4o3)C2=O)cc1Cl (centres undefined)	-2%	6%	-1.3%	8%	-4	-3%	-5%	-26%	-9
Cc1ccccc1NC(=O)c1ccc(N/N=C/c2ccccc2O)c([N+](=O)[O-])c1	-4%	-13%	-2.2%	3%	-11	3%	1%	-6%	1
COc1ccc(NC(=O)CCCC(=O)O)cc1Cl	-4%	2%[57.1 µM]	2.1%	0%	-7	13%	-3%	-4%	-3
CCCCNC(=O)c1cc(-c2ccc(OC)cc2)on1	12%	-1%	-2.6%	4%	-2	-10%	2%	-5%	6
Cc1ccc(-c2nnc(SCC(C)C)n2C)cc1	-3%	-3%	2.1%	8%	0	nt	1%	-3%	1
O=C(CSc1ncn[nH]1)c1cc2ccccc2o1	14%	4%[57.1 µM]	-1.1%	5%	-6	1%	0%	5%	-3
COc1ccccc1N1CCN(S(=O)(=O)c2ccc(-c3cc(C(F)(F)F)on3)s2)CC1	-4%	-4%[57.1 µM]	1.6%	-14%	-2	1%	2%	-10%	0
CC(CCc1ccccc1)NC(=O)c1ccc(Br)o1 (centres undefined)	1%	-5%	1.2%	2%	-17	4%	2%	2%	0
CC(=O)c1ccc(N(CC(=O)NC2CCCC2)C(=O)c2csnn2)cc1	1%	-18%	-0.1%	-12%	-7	1%	0%	?	-6
O=c1[nH]cnc2c1c(-c1ccccc1)cn2-c1ccc(Br)cc1	-6%	7%[57.1 µM]	2.2%	2%	-8	-1%	-4%	-9%	-3

Compound activity: PubChem, National Center for Advancing Translational Sciences (NCATS)
